ALOX12 inh – inhibitors of human 12S-lipoxygenase ALOX12; purified 12hLO, xylenol orange hydroperoxide absorbance; Potency, µM (series often up to 108 µM), for inactives: at the highest dose activity change, negative = inhibition, hits mostly inhibitors; P18054; 580,000 tested, 1.1% active; also: potency is read from the fitted curve at half-maximal effect; % is scaled to controls: 0 for no effect and ±100 for the full control effect
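Hydroperoxide product was detected by ferrous iron/xylenol orange as the 573 to 405 nm absorbance ratio. Arachidonic acid at 40 uM (final) was turned over for 30 min at room temperature by 150 nM human 12hLO, pH 7.0 Hepes buffer, after 15 min compound preincubation.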
GLS inh – blocks human kidney-isoform glutaminase activity | 410,000 tested, 0.21% active | O94925 | GLS enzymatic activity, qHTS titration | Potency, µM (titrated, usually from 45.5 µM), inactives show at the top dose activity change, negative = inhibition, actives largely listed as inhibitors; also: potency is read from the fitted curve at half-maximal effect; % is scaled to controls: 0 for no effect and ±100 for the full control effect
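Two-point fluorescence kinetic (t0, 30 min RT) for hKGA; glutamate detected via glutamate oxidase–HRP–Amplex Red. Substrate: 1 mM L-glutamine solution; buffer 45 mM KH2PO4, pH 8.2.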
PI4K2A block – blocks human PI4K2A kinase activity | purified PI4K2A, ADP-Glo luminescence, 1 h; hits give low values | activity change, negative = inhibition, % at 76.9 µM | 420,000 tested, 0.13% active | AID 1346378; in the data active = activity change below about -50%; inconclusive = mostly about -30% to -49%;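 also: -100% = wells without enzyme as full effect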
Target sequence (Q9BTU6 whole entry, looked up): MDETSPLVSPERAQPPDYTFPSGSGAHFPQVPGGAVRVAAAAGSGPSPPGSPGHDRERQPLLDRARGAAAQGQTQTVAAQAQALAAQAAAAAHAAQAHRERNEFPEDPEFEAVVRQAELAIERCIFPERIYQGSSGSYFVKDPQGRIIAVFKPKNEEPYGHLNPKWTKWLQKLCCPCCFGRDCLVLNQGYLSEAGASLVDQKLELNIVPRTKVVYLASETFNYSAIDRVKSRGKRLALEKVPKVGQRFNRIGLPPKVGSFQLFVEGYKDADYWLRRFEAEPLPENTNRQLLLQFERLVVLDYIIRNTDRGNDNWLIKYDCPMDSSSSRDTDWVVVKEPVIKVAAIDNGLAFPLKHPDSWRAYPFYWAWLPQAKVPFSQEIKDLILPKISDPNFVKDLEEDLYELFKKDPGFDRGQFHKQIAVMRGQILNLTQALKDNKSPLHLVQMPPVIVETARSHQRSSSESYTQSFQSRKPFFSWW
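Compounds are screened against recombinant PI4K2A using PI as substrate and ATP, the latter dispensed at 300 microM. Reactions run one hour at ambient temperature before ADP-Glo detection; full inhibition defined by wells lacking enzyme.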
HP1b binding inh – inhibitors of HP1-beta chromodomain binding to methylated histone tails. P83916. AlphaScreen HP1-beta / biotin-H3K9me3 peptide binding. Potency, µM (top dose mostly 114 µM), inactives show top-dose activity change, negative = inhibition, hits mostly inhibitors. 390,000 tested, 0.56% active; also: potency is read from the fitted curve at half-maximal effect; nearly all actives have a fitted effect of over 70% in size; inactives centre near 23
Target sequence (P83916 whole entry, looked up): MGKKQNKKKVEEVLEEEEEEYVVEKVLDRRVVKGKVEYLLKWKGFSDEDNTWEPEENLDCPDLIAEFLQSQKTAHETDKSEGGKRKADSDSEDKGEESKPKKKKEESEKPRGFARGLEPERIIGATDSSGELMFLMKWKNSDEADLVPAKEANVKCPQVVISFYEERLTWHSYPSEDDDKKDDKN
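AlphaScreen: HP1-beta (50 nM) preformed 30 min with biotin-H3(1-18)K9me3 peptide (50 nM) in PBS pH 7.4, 0.01% Tween-20. Compound added for 30 min at RT, then streptavidin donor/nickel chelate acceptor beads (10 ug/mL) for 30 min.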
RGS4 inhibitor – human RGS4 inhibition. P49798. 390,000 tested, 0.039% active. Potency, µM (series often up to 114 µM), without a hit: top-dose activity change, negative = inhibition, actives largely listed as inhibitors. AID 504845. Transcreener GDP fluorescence polarization, RGS4-accelerated GTP hydrolysis; also: potency is read from the fitted curve at half-maximal effect; % is scaled to controls: 0 for no effect and ±100 for the full control effect; nearly all actives have a fitted effect of over 75% in size; some results filed as inactive show a strong effect at the top dose
Target sequence (P49798 whole entry, looked up): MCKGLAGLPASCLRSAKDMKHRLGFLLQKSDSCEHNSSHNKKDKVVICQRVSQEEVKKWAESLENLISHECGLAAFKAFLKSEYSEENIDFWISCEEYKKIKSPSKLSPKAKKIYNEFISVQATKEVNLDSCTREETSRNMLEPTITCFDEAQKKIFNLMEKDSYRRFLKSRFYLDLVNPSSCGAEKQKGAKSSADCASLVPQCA
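MLSMR compounds (23 nl, pin-transferred) preincubated 10 min at room temperature with a 500nM (2x) first reagent, then RGS4 at 900nM (2x) plus Transcreener GDP mix added; fluorescence polarization (620/688 nm) read before and after 90 min at 30 °C.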
JMJD2A Tudor – inhibitors of human JMJD2A Tudor domain | O75164 | AlphaScreen JMJD2A-Tudor / H3K4me3 peptide binding | Potency, µM (titrated, usually from 114 µM), for inactives: at the top dose activity change, negative = inhibition, usual class: inhibitors | 390,000 tested, 4.4% active | AID 504339; also: potency is read from the fitted curve at half-maximal effect; % is scaled to controls: 0 for no effect and ±100 for the full control effect; nearly all actives have a fitted effect of over 50% in size
BAZ2B block – inhibitors of human BAZ2B bromodomain; Q9UIF8; AlphaScreen BAZ2B-H3K14Ac peptide displacement; Potency, µM (top dose mostly 114 µM), for the others: top-dose activity change, negative = inhibition, hits mostly inhibitors; 360,000 tested, 4.4% active; also: potency is read from the fitted curve at half-maximal effect; % is scaled to controls: 0 for no effect and ±100 for the full control effect; nearly all actives have a fitted effect of over 60% in size
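BAZ2B 50 nM plus b-H3(5-23)K14Ac 50 nM, PBS pH 7.4/0.01% Tween-20, 30 min RT; compound added (max 110 uM), 30 min RT; streptavidin donor/Ni-chelate acceptor beads 10 ug/mL final, 20 min dark; AlphaScreen read.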
ERG-DNA inh – blocks human ERG Ets domain binding to DNA. fluorescence polarization, His-ERG Ets domain / labelled DNA. Potency, µM (doses to about 76.9 µM), for the others: top-dose FP activity, negative = inhibition, hits mostly inhibitors. 370,000 tested, 0.028% active. AID 624246; active = well fitted inhibition curve with a large enough effect in the polarisation, with a control signal flat; inconclusive = small, poorly fitted or top-dose-only effect, or effect the other way, or a change in a side signal; inactive = no such curve, though single readings can be large or run the other way; the % refers to the polarisation;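 also: polarization taken with two DNA probes labelled with fluorescein and Texas red; potency is read from the fitted curve at half-maximal effect; % of control where 0% means no effect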
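His-tagged ERG Ets domain (1 uM in the protein solution; 300mM KCl, 50mM Tris-HCl, 1mM EDTA, 1mM DTT, pH 7.5) received compound, then a probe mix of 5 nM fluorescein-DNA and 100nM Texas-615-DNA. Fluorescence polarization was read for both dyes.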
G9a inh – inhibitors of human histone lysine methyltransferase G9a; 350,000 tested, 8.8% active; Potency, µM (highest dose often 102 µM), for inactives: at the highest dose activity, negative = inhibition, usual class: inhibitors; Q96KQ7; G9a H3K9 monomethylation, AlphaScreen, 2 h; AID 504332; also: potency is read from the fitted curve at half-maximal effect; % is scaled to controls: 0 for no effect and ±100 for the full control effect; nearly all actives have a fitted effect of over 75% in size
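Quantitative HTS format: methyltransferase activity on a biotin-tagged H3K9 peptide is measured by AlphaScreen, using a rabbit anti-monomethyl-H3K9 antibody with streptavidin donor and anti-IgG acceptor beads. Final levels are 20 nM enzyme, 500 nM peptide, 20 uM SAM; 2 h RT.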
* = called active by the depositor; ? = inconclusive; . = not tested or not shown; & = joins results of further samples; [ ] = dose if it differs, or a comment. Unless noted, calls follow the shape of the dose curve; as a rule, active = well fitted curve in the direction sought with a large enough effect; inconclusive = small, poorly fitted or top-dose-only effect, or another doubt; inactive = no such curve, though single readings can be large; an effect the other way counts as inactive or inconclusive. Not all compounds are listed, so the mix of outcomes need not match the whole.

SMILES	ALOX12 inh	GLS inh	PI4K2A block	HP1b binding inh	RGS4 inhibitor	JMJD2A Tudor	BAZ2B block	ERG-DNA inh	G9a inh
CCc1noc(C)c1C(=O)Nc1nc(-c2ccc(Cl)cc2Cl)cs1	-13.7%	-11.5%	1.3	42.1%	-8.0%	5.7%	10.1%	7.9%	0.4%[59 µM]
O=C(Cc1cccs1)N(Cc1cccs1)C1(C(=O)NC2CCCC2)CCCCC1	0.0%	-4.9%	-3.2	19.5%	0.0%	-12.1%	0.8%	-7.8%	-2.4%[12.7 µM]
CCOC(=O)NC(=O)CSc1nnc(C2CC2)n1Cc1ccco1	3.4%	-11.8%	0.4	36.7%	11.4%	-4.3%	-17.4%	5.0%	-34.9%
c1ccc(CNc2c(-c3cccc(SC4CCCCC4)c3)nc3ccccn23)cc1	14.1µM*	-2.1%	-3.2	19.8%	4.5%	-27.8%	.	6.8%	.
Cc1n[nH]c(C)c1Sc1ccccc1N=Cc1cc(Cl)cc([N+](=O)[O-])c1O	.	?	0.5	-10.6%	-3.6%	?	-9.7%	-6.8%	?
CSc1nc2ccc(NC(=O)c3ccccn3)cc2s1	4.3%	-14.3%	-27.3	16.7%	25.6%	28.2µM*	2.0%	6.1%	?
CCCN(C(=O)c1ccc([N+](=O)[O-])c(C)c1)c1c(N)n(Cc2ccccc2)c(=O)[nH]c1=O	1.6%	-1.0%	-2.9	23.0%	5.8%	-13.4%	-32.5%	6.8%	?
COc1ccc(N2CCN(c3ncnc4c3[nH]c3ccccc34)CC2)cc1	-6.4%	17.9%	2.2	-13.1%	-19.4%	50.1µM*	?	-8.1%	12.6µM*
CCN(C1CCCCC1)S(=O)(=O)c1ccc(S(=O)(=O)NCc2ccncc2)cc1	2.2%	1.5%	3.0	20.0%	-0.6%	-26.6%	-9.4%	7.3%	-13.5%
COC(OC)c1ccc(C#N)c(=O)[nH]1	-1.6%	-1.0%	0.3	25.8%	5.6%	-2.0%	-9.3%	-9.5%	6.2%
Cc1cc(C)cc(NC(=O)CCc2c(C)nc3c(c2C)c(=O)n(C)c(=O)n3C)c1	-18.1%	-5.3%	-7.3	62.2%[activator]	3.8%	-4.7%	-10.1%	0.1%	-12.0%[59 µM]
CC(Sc1nnc(-c2cccnc2)n1N)C(=O)N1CCOCC1 (stereo unspecified)	-9.6%	4.1%	1.2	12.8%	-5.4%	-4.8%	11.6%	-12.2%	-1.2%
Cc1ccnc(SCC(=O)Nc2c(C)n(C)n(-c3ccccc3)c2=O)n1	4.2%	1.2%	0.7	29.0%	3.6%	-6.9%	11.4%	-11.6%	15.8%
O=C(CCC1N=C2c3ccccc3N=C(SCC(=O)NCc3ccco3)N2C1=O)NCc1ccco1 (stereo unspecified)	?	128.1%[activator]	-4.7	33.9%[activator]	-47.8%	?	50.1µM*	-12.0%	-7.3%[59 µM]
Cc1oc2c(C)c3oc(=O)c(CC(=O)N[C@@H](CCCNC(N)=O)C(=O)O)c(C)c3cc2c1C	121.2%[activator]	5.7%	-7.9	18.0%	-4.0%	-24.4%	-27.0%	-10.3%	-17.8%
O=C(N/N=C/c1ccc(-c2ccc(Br)cc2)o1)c1ccc2c(c1)OCO2	-13.5%	0.1%	-1.6	44.6%[activator]	-34.8%	-29.2%	-32.5%	14.1%	1.5%
C=CCc1cccc(CNc2c(C)cc(C)cc2C)c1O	15.4%	-12.0%	6.0	130.2%[activator]	-1.2%	76.6%[activator]	9.1%	-1.2%	101.5%[activator]
CC1CC(C)CN(CCCNC(=O)c2ccc3c(c2)N(Cc2ccccc2)C(=O)c2ccccc2S3=O)C1 (stereo unspecified)	-10.5%	-26.5%	1.3	2.3%[57 µM]	11.6%	-23.7%	?	0.8%	.
CNc1ccc(/C=C/C(=O)c2ccc(C)cc2)cc1[N+](=O)[O-]	8.0%	0.0%	-0.2	?	?	?	?	0.5%	?
COc1ccc(-c2cc(C)no2)cc1S(=O)(=O)N(C)c1cccc(C)c1	-6.6%	10.3%	-3.0	24.2%	31.8%	-11.6%	-3.6%	9.1%	-6.3%[59 µM]
O=C(/C=C/c1ccco1)Nc1ccccc1C(=O)O	?	24.7%	-19.2	-6.0%	-28.0%	?	-32.6%	2.5%	14.1µM*
COc1ccc(C)cc1S(=O)(=O)Nc1cccc(-c2ccc(N3CCCCCC3)nn2)c1	8.1%	-11.5%	-8.8	4.1%	-72.8%[56.9 µM]	15.8µM*	-13.0%	8.9%	10.5%[0.501 µM]
O=C(CSc1ccc(-c2cccs2)nn1)N1CCCCC1	-2.9%	7.1%	-14.6	31.1%	-21.6%	-12.5%	-21.8%	.	?
Cc1cc(Br)ccc1OCC(=O)N(Cc1nc(-c2ccccc2)no1)C(C)C	6.3%	-0.6%	17.3	59.8%[activator]	-10.9%	19.2%	10.1%	-0.5%	8.1%
O=C(CN1C(=O)S/C(=C\c2ccccc2)C1=O)NC1CCS(=O)(=O)C1 (stereo unspecified)	16.1%	-25.9%	-4.0	51.6%[activator]	-18.9%	-3.4%	-10.9%	1.2%	0.1%
CC(C)C(=O)NCC1(N(C)C)CCCCC1	-50.2%	1.3%	-1.1	9.2%	22.6%	-9.9%	-12.4%	0.3%	-2.1%[59 µM]
Cc1ccc(OCC(=O)Oc2cccc(C)c2)cc1	134.5%[activator]	3.5%	0.9	82.0%[activator]	-0.5%	81.2%[activator]	.	-5.2%	.
CC(=O)OC(C(=O)NC1CCCCC1)c1ccc(C#N)cc1 (stereo unspecified)	?	6.3%	5.3	-5.1%	5.5%	?	-1.5%	-9.6%	-4.2%
CCOC(=O)c1ccc(Nc2cc(C)nc3nc(C)nn23)cc1	-1.8%	-7.9%	-3.9	24.7%	-13.5%	-18.6%	-4.2%	-2.2%	79.4µM*
CN1CCN(S(=O)(=O)c2ccc(Cl)s2)CC1	2.5%	-12.3%	-2.9	-12.6%	-14.4%	-9.7%	-34.1%	-11.6%	?
COc1cc2c(cc1NC(=O)Cc1ccc(C)cc1)oc1ccccc12	-10.0%	-1.4%	3.3	54.3%[activator]	10.8%[11.4 µM]	-0.7%	-2.9%	-7.7%	9.8%[59 µM]
COC(=O)c1ccc(Cn2c(=O)cc(C(F)(F)F)c3c(C)nn(C)c32)cc1	-25.0%	5.9%	-1.9	44.0%	4.9%	4.3%	-12.3%	1.4%	32.4%[59 µM]
O=C(O)c1cc2c(o1)CCC/C2=N\O	11.1%	-0.4%	4.6	7.8%	29.2%	-17.1%	9.0%	6.8%	10.1%
COC(=O)CN(C#N)c1nc(N(C)C)nc(N(C)C)n1	-8.9%	-0.5%	2.7	27.0%	-9.5%	-1.7%	-4.6%	10.8%	-2.7%[59 µM]
Cn1cccc1C(=O)OCC(=O)Nc1ccc2c(c1)CCC2	-21.4%	-13.6%	2.2	4.7%	5.3%	-14.4%	.	-10.9%	11.6%[59 µM]
COCCCNC(=O)CN1C(=O)COc2ccc(S(=O)(=O)N3CCOCC3)cc21	11.4%&-1.0%	-18.3%&0.6%	9.5&-2.6	54.1%&32.8%[activator]	-6.0%&18.9%	-4.2%&-14.5%	-17.1%&-4.6%	0.6%&-0.8%	0.5%
CCOc1ccccc1C(=O)NCc1nc2cccnc2n1Cc1ccc(C)cc1	-0.9%	-8.6%	-2.9	13.7%[57 µM]	-6.2%	-9.4%	1.4%	6.8%	41.9%[activator][59 µM]
CCOc1ccc(NC(=O)C(C)SC(N)=O)cc1 (stereo unspecified)	11.4%	-2.0%	-2.5	72.6%	-6.5%	-5.4%	2.3%	.	72.8%[activator]
O=C(O)C1CCCCC1C(=O)Nc1cccc(Cl)c1Cl (stereo unspecified)	0.0%	-2.5%	0.6	40.2%[activator]	3.5%	-12.5%	-0.5%	-9.1%	.
O=C(N/C(=C/c1ccccc1F)C(=O)N1CCCCC1)c1ccccc1	3.0%	0.2%	8.4	5.5%	21.6%	-11.4%	2.2%	-1.0%	12.1%
CC1Cc2ccccc2N1C(=O)c1ccc2c(c1)nnn2C (stereo unspecified)	-28.1%	-18.3%	6.4	-6.5%	-1.9%[11.4 µM]	-0.8%[11.4 µM]	11.8%	-1.9%	18.9%[12.7 µM]
Cc1ccc(/C=[N+](/C)[O-])cc1	-2.0%	6.2%	-6.8	37.8%	16.7%	-7.0%	-5.4%	-5.3%	-31.1%
COc1ccc(/C(O)=C2/C(=O)C(=O)N(CCCN3CCOCC3)C2c2ccc(OC)cc2)cc1 (stereo unspecified)	?	-8.5%	5.0	29.4%	3.5%	3.6%	-9.6%	7.2%	.
CCOC(=O)Nc1oc2ccccc2c(=O)c1C	0.0%	-6.6%	-5.6	39.4%[activator]	-23.9%	-2.0%	-1.6%	-7.0%	-7.8%[59 µM]
Cc1ccc(S(=O)(=O)NC(Cc2ccccc2)C(=O)O)cc1C (stereo unspecified)	-25.2%	32.9%[activator]	-8.2	19.5%	1.1%	5.4%	3.0%	-3.4%	4.0%
O=C(Nc1ccncc1)c1cccc2ccccc12	165.2%[activator]	-9.8%	-3.2	17.0%	8.9%	-13.9%	-11.6%	-5.5%	.
CCc1ccccc1NC(=O)Cc1ccc(-n2c(C)nc3cccnc32)cc1	-20.7%	-15.8%	0.7	28.0%	-2.4%	9.7%	-12.1%	-1.0%	1.8%[59 µM]

From PubChem BioAssay
